Efflux pump mplx: inhibitors of Candida efflux pumps in yeast, primary screen, S. cerevisiae, Nile Red, multiplex; hit rate 0.44% among 330,000; inhibition, % at 10 µM; S. cerevisiae Candida pump triplex; AID 485275, 2010;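 active means plate passing quality check with inhibition over a set limit, or well fluorescence over plate mean plus 4 SD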;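 further: Nile Red retained in pooled yeast measured as flow cytometry median fluorescence; 0% = buffer negative control and 100% = Enniatin B positive control; higher means more Nile Red kept so more efflux inhibition; some compounds called inactive have numbers as strong as hits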
PREPL inhibitor: PREPL enzyme inhibitors, primary screen, biochemical, fluorescence polarization; Prolyl endopeptidase-like (Homo sapiens), Q4J6C6; recombinant PREPL, fluorescence polarization activity-based probe; inhibition, % at 5.96 µM; hit rate 0.68% among 320,000; AID 2751, 2010; in the data active means inhibition above about 43%;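 further: 0% = enzyme with DMSO and 100% = wells lacking enzyme; many of its hits are not listed in these tables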
Target sequence (Q4J6C6 whole entry, looked up): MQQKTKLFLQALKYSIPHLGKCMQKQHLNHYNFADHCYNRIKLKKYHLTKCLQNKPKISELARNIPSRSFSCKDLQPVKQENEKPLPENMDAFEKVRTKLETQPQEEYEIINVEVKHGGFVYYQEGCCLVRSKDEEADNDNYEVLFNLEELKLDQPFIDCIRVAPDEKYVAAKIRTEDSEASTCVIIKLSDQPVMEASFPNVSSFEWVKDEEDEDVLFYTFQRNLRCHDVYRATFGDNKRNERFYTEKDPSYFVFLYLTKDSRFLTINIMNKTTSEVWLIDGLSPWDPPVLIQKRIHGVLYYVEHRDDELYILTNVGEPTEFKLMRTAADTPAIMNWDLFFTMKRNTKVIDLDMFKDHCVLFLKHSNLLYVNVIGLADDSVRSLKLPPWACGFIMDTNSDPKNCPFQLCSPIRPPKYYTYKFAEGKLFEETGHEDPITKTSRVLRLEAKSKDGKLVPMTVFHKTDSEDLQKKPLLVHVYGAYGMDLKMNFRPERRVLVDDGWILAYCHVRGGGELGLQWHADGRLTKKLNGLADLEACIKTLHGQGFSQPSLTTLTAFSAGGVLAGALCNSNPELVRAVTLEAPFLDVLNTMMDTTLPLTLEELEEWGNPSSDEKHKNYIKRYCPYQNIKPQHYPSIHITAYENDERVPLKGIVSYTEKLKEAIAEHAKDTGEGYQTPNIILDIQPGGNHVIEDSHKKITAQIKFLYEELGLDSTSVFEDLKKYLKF
Numbers without * were called inactive. A portion of the library; the hit share may differ from the screen's.

How did CC1CCCCC12NC(=O)N(CC(=O)NCc1ccccc1)C2=O (configuration not stated) do in these assays?
Efflux pump mplx: -0.1; PREPL inhibitor: 18

How did O=C(Nc1cc(S(=O)(=O)N2CCOCC2)ccc1N1CCCCC1)c1ccccc1Br do in these assays?
Efflux pump mplx: 0.2; PREPL inhibitor: 11

Results for O=C(c1cccc(S(=O)(=O)NCc2ccccc2)c1)N1CCN(c2ccccc2)CC1 ?
Efflux pump mplx: 0.1; PREPL inhibitor: 33

Results for COc1cccc(/C=C/C(=O)OCC(=O)NCc2ccc3c(c2)OCO3)c1 ?
Efflux pump mplx: 0.2; PREPL inhibitor: -8

Results for CCOC(=O)C1=CN2CCCC[C@@H]2CC1=O ?
Efflux pump mplx: -0.3; PREPL inhibitor: 3

Results for O=C(CSc1cccc[n+]1[O-])Nc1ccc(Cl)cc1F ?
Efflux pump mplx: 0.1; PREPL inhibitor: 11

Results for COc1ccc(-c2nn(-c3ccccc3)cc2C(=O)N2CCN(C(=O)c3ccco3)CC2)cc1 ?
Efflux pump mplx: 0.3; PREPL inhibitor: -11

Results for Cc1cccc(NC(=O)c2ccc(OCc3c(C)noc3C)cc2)c1C ?
Efflux pump mplx: -0.1; PREPL inhibitor: 7

What do the screens show for `COc1ccc(NC(=O)c2ccc3c(c2)OCO3)cc1S(=O)(=O)N1CCOCC1`?
Efflux pump mplx: 0.3; PREPL inhibitor: 22

Results for COc1ccc(-c2cc(C(=O)OCC(=O)N3CCOCC3)c3ccccc3n2)cc1 ?
Efflux pump mplx: 0.6; PREPL inhibitor: 7

How did COc1ccc(S(=O)(=O)N(C)C[C@H]2Oc3ccc(NC(=O)Cn4cnnn4)cc3C(=O)N([C@H](C)CO)C[C@@H]2C)cc1 do in these assays?
Efflux pump mplx: -0.3; PREPL inhibitor: 5

How did Cc1ccc(S(=O)(=O)N2CCCCC2)cc1NC(=O)c1cc(F)c(F)c(F)c1F do in these assays?
Efflux pump mplx: 0.1; PREPL inhibitor: 8

What do the screens show for `C[C@H]1CN([C@@H](C)CO)C(=O)Cc2cc(NS(=O)(=O)c3cccs3)ccc2O[C@H]1CN(C)S(=O)(=O)c1cn(C)cn1`?
Efflux pump mplx: 0.5; PREPL inhibitor: 12

What do the screens show for `CCN(C(=O)COC(=O)c1ccccc1O)c1nc2ccccc2s1`?
Efflux pump mplx: 0.4; PREPL inhibitor: -6

What do the screens show for `CCN(CC)c1ccc(NC(=O)c2ccc(S(=O)(=O)N3CCOCC3)cc2)cc1`?
Efflux pump mplx: -0.1; PREPL inhibitor: 4

Compounds above with fluorine, in the order listed:
Results for O=C(CSc1cccc[n+]1[O-])Nc1ccc(Cl)cc1F ?
Efflux pump mplx: 0.1; PREPL inhibitor: 11

How did Cc1ccc(S(=O)(=O)N2CCCCC2)cc1NC(=O)c1cc(F)c(F)c(F)c1F do in these assays?
Efflux pump mplx: 0.1; PREPL inhibitor: 8

The listing picks up, repeating the four entries before the break.
How did Cc1ccc(S(=O)(=O)N2CCCCC2)cc1NC(=O)c1cc(F)c(F)c(F)c1F do in these assays?
Efflux pump mplx: 0.1; PREPL inhibitor: 8

What do the screens show for `C[C@H]1CN([C@@H](C)CO)C(=O)Cc2cc(NS(=O)(=O)c3cccs3)ccc2O[C@H]1CN(C)S(=O)(=O)c1cn(C)cn1`?
Efflux pump mplx: 0.5; PREPL inhibitor: 12

What do the screens show for `CCN(C(=O)COC(=O)c1ccccc1O)c1nc2ccccc2s1`?
Efflux pump mplx: 0.4; PREPL inhibitor: -6

What do the screens show for `CCN(CC)c1ccc(NC(=O)c2ccc(S(=O)(=O)N3CCOCC3)cc2)cc1`?
Efflux pump mplx: -0.1; PREPL inhibitor: 4

What do the screens show for `COCCN(CC(=O)Nc1cccc(C)c1C)C(=O)C1(c2ccc(Cl)cc2)CCC1`?
Efflux pump mplx: 0.3; PREPL inhibitor: 8

How did Cc1ccc(S(=O)(=O)OCCC2=CC(=O)CCN2Cc2ccccc2)cc1 do in these assays?
Efflux pump mplx: -0.1; PREPL inhibitor: 13

What do the screens show for `COc1ccccc1NC(=O)COC(=O)c1ccc(S(=O)(=O)N2CCCCCC2)cc1`?
Efflux pump mplx: 0.1; PREPL inhibitor: 22

What do the screens show for `CC(C)(C)[C@@H]1COC(=O)[C@H](Cc2ccc(F)cc2)C/C=C\C[C@@H](CC(=O)N(CCO)Cc2ccccc2)C(=O)N1`?
Efflux pump mplx: 0.1; PREPL inhibitor: 48*

What do the screens show for `COC(=O)C1=C(C(=O)OC)[C@]2([C@H]3CCCCN[C@@H](Cc4ccccc4)C(=O)N3Cc3ccccc3)C=C[C@H]1O2`?
Efflux pump mplx: 0.1; PREPL inhibitor: 12

What do the screens show for `CCOC(=O)CCCCCC(=O)Nc1ccc2c(c1)CC(=O)N([C@H](C)CO)C[C@H](C)[C@H](CN(C)S(=O)(=O)c1ccc(OC)cc1)O2`?
Efflux pump mplx: 0.8; PREPL inhibitor: 8

Results for COc1ccc(NC(=O)Nc2cccc3c2O[C@H](CN(C)C(=O)NC2CCCCC2)[C@@H](C)CN([C@H](C)CO)C3=O)cc1 ?
Efflux pump mplx: 0.2; PREPL inhibitor: 3

What do the screens show for `O=C(COC(=O)c1c(F)cccc1F)NCc1cccs1`?
Efflux pump mplx: 0.0; PREPL inhibitor: 18

What do the screens show for `Cc1cccc(S(=O)(=O)Nc2cc(Cl)ccc2N2CCOCC2)c1`?
Efflux pump mplx: -0.1; PREPL inhibitor: 16

Results for CC(=O)Nc1cccc(NCC(=O)Nc2cc(S(=O)(=O)N3CCCCC3)ccc2Cl)c1 ?
Efflux pump mplx: 0.1; PREPL inhibitor: -5

Results for COC(=O)c1ccccc1S(=O)(=O)NNC(=O)c1nn(C)c(=O)c2ccccc12 ?
Efflux pump mplx: -0.4; PREPL inhibitor: 6

How did Cc1ccc2nc(SCC(=O)NC3CCS(=O)(=O)C3)[nH]c2c1 (configuration not stated) do in these assays?
Efflux pump mplx: 0.1; PREPL inhibitor: -6

Results for COc1ccccc1NC(=O)COC(=O)CCC1CCCC1 ?
Efflux pump mplx: -0.1; PREPL inhibitor: 23

What do the screens show for `CC(C)C(NC(=O)c1ccc(Cl)cc1Cl)C(=O)N1CCC1` (configuration not stated)?
Efflux pump mplx: 0.1; PREPL inhibitor: 12

Results for Cc1cc(NC(=O)CSc2nc3c(cnn3-c3cccc(Cl)c3)c(=O)[nH]2)no1 ?
Efflux pump mplx: -0.1; PREPL inhibitor: 6

Results for CSc1ncccc1C(=O)OCC(=O)N1CCc2ccccc21 ?
Efflux pump mplx: 0.1; PREPL inhibitor: 18

How did CCN(C(=O)CSc1nnc(Nc2ccc(OC)cc2)s1)C1CCS(=O)(=O)C1 (configuration not stated) do in these assays?
Efflux pump mplx: -0.1; PREPL inhibitor: 25

Results for CC1CCCCC1NC(=O)c1cc(S(=O)(=O)N2CCOCC2)ccc1Cl (configuration not stated) ?
Efflux pump mplx: -0.2; PREPL inhibitor: 14

What do the screens show for `Cn1c2cc(C#N)sc2c2cnn(Cc3ccc(F)cc3)c(=O)c21`?
Efflux pump mplx: 0.0; PREPL inhibitor: 4

What do the screens show for `COC(=O)C1=C(C)N(Cc2ccccc2)C(=NCC(C)C)N[C@H]1c1cccc(C(F)(F)F)c1`?
Efflux pump mplx: 0.0; PREPL inhibitor: 27

Results for Cc1noc(C)c1CSCC(=O)Nc1cccc(C(F)(F)F)c1 ?
Efflux pump mplx: -0.3; PREPL inhibitor: 17

How did CCOc1ccccc1Nc1nnc(SCC(=O)NCC2CCCO2)s1 (configuration not stated) do in these assays?
Efflux pump mplx: 0.0; PREPL inhibitor: 8

How did O=C(COC(=O)/C=C/c1ccccc1[N+](=O)[O-])Nc1ccc2[nH]c(=O)[nH]c2c1 do in these assays?
Efflux pump mplx: 0.2; PREPL inhibitor: 39

What do the screens show for `O=C(NCc1ccc(OC(F)(F)F)cc1)c1cccc2c1C(=O)c1ccc(N3CCCC3)cc1S2(=O)=O`?
Efflux pump mplx: 0.6; PREPL inhibitor: 25

How did C[C@@H](C(=O)NNC(=O)c1ccc(Cl)cc1)N1C(=O)C2CC=CCC2C1=O (some centres not stated) do in these assays?
Efflux pump mplx: 0.1; PREPL inhibitor: 1

Results for Cc1ccc(-c2cc(C(=O)Nc3c(C)n(C)n(-c4ccccc4)c3=O)c3ccccc3n2)cc1 ?
Efflux pump mplx: 0.0; PREPL inhibitor: -5

What do the screens show for `Cc1ccc2c(=O)n3c(nc2c1)C(Cc1ccc(O)cc1)NC(=O)c1ccc(Cl)cc1-3` (configuration not stated)?
Efflux pump mplx: -0.2; PREPL inhibitor: 1

What do the screens show for `CC1CCCC(NC(=O)COC(=O)/C=C/c2ccc(F)cc2)C1C` (configuration not stated)?
Efflux pump mplx: 0.1; PREPL inhibitor: 8

What do the screens show for `CC(=O)OCC1OC(OC2C[C@]3(C)C(CC(O)C4C([C@](C)(CCC=C(C)C)OC5OC(CO)C(O)C(O)C5O)CC[C@]43C)[C@@]3(C)CCC(O)C(C)(C)C23)C(O[C@@H]2OC(C)C(O)C(O)C2O)C(O)C1O` (some centres not stated)?
Efflux pump mplx: 0.8; PREPL inhibitor: 16

Results for O=C(NCCCN1CCCC1=O)c1cc(-c2ccc(F)cc2)nc2ccccc12 ?
Efflux pump mplx: -0.2; PREPL inhibitor: 2

Results for O=C(COC(=O)/C=C/c1ccccc1Cl)NCC1CCCO1 (configuration not stated) ?
Efflux pump mplx: 0.0; PREPL inhibitor: 7

How did COC(=O)[C@]1(Cc2ccccc2)N[C@H](CN(C)C(=O)c2ccc(F)cc2)[C@@H]2C(=O)N(Cc3ccccc3)C(=O)[C@@H]21 do in these assays?
Efflux pump mplx: 0.0; PREPL inhibitor: 12

Results for COc1ccc(NC(=O)CN(c2ccccc2OC)S(=O)(=O)c2cccs2)cc1Cl ?
Efflux pump mplx: 0.0; PREPL inhibitor: -44

How did CC(=O)Nc1ccc(S(=O)(=O)Nc2ccc(N3CCCCC3)cc2)cc1 do in these assays?
Efflux pump mplx: -0.3; PREPL inhibitor: 60*

How did CC(C)Cn1c(SCC(=O)Nc2cccnc2Cl)nnc1-c1ccco1 do in these assays?
Efflux pump mplx: 0.1; PREPL inhibitor: 1

What do the screens show for `NS(=O)(=O)c1ccc(CNC(=O)c2ccc(NS(=O)(=O)c3cccs3)cc2)cc1`?
Efflux pump mplx: 0.0; PREPL inhibitor: 17

How did CCC1(c2ccc(F)cc2)NC(=O)N(CC(=O)NC2CCCC(C)C2C)C1=O (configuration not stated) do in these assays?
Efflux pump mplx: -0.1; PREPL inhibitor: 7

Results for O=C(COC(=O)COc1ccc2c(c1)CCC2)Nc1ccccc1C(F)(F)F ?
Efflux pump mplx: 0.3; PREPL inhibitor: 8

How did Cn1cccc1C(=O)OCC(=O)c1ccc(Br)s1 do in these assays?
Efflux pump mplx: 0.2; PREPL inhibitor: 14

Results for Cn1cccc1C(=O)OCC(=O)NC(=O)c1ccc(Cl)cc1 ?
Efflux pump mplx: -0.1; PREPL inhibitor: 0

How did Cn1c(N)c(C(=O)c2ccc(Cl)c(S(=O)(=O)N3CCCCCC3)c2)c(=O)n(C)c1=O do in these assays?
Efflux pump mplx: 0.3; PREPL inhibitor: 14

How did COc1ccc(NCC(=O)Nc2cccc(S(=O)(=O)N3CCCC3)c2)cc1Cl do in these assays?
Efflux pump mplx: -0.3; PREPL inhibitor: 29

How did O=C(NC(=S)NC1CCC(O)CC1)c1ccco1 (configuration not stated) do in these assays?
Efflux pump mplx: 0.2; PREPL inhibitor: 6

How did CCc1nc2ccccc2c(C(=O)OCC(=O)NC2CCCC2)c1C do in these assays?
Efflux pump mplx: 0.1; PREPL inhibitor: 16

What do the screens show for `Cc1ccc(C(=O)OCC(=O)NC2CCS(=O)(=O)C2)c(C)c1` (configuration not stated)?
Efflux pump mplx: 0.2; PREPL inhibitor: 20

Results for CC(=O)Nc1ccc(NC(=O)CSc2nnc(-c3ccc4c(c3)OCO4)o2)cc1 ?
Efflux pump mplx: 0.3; PREPL inhibitor: 16

What do the screens show for `Cc1noc(C)c1NC(=O)N(C)C[C@@H]1Oc2ccc(NC(=O)CCC(F)(F)F)cc2CC(=O)N([C@@H](C)CO)C[C@@H]1C`?
Efflux pump mplx: -0.3; PREPL inhibitor: 3

How did CCC1(CC)NC(=O)N(CC(=O)N2CCc3ccccc32)C1=O do in these assays?
Efflux pump mplx: 0.1; PREPL inhibitor: 0

How did COc1cc(/C=C/C(=O)OCC(=O)NCc2ccc(F)cc2)ccc1O do in these assays?
Efflux pump mplx: -0.4; PREPL inhibitor: 7

Results for CC[C@]12c3[nH]c4ccccc4c3CCN1C(=O)C(CC(=O)NCCCOC)C[C@@H]2C(=O)N1CCN(C(=O)c2ccco2)CC1 (some centres not stated) ?
Efflux pump mplx: 0.1; PREPL inhibitor: 3

Results for Cc1ccc(S(=O)(=O)N2[C@@H](c3ccc(F)cc3)C(C(=O)O)=C[C@H]2CC2CCCC2)cc1 ?
Efflux pump mplx: -0.1; PREPL inhibitor: 27

How did CC(C)n1nnnc1SCC(=O)N(C)C1CCS(=O)(=O)C1 (configuration not stated) do in these assays?
Efflux pump mplx: 0.0; PREPL inhibitor: 10

How did COc1ccc(OC[C@@H](O)CNC(=O)c2cccc3c2C(=O)c2ccc(-c4ccc(F)cc4OCc4ccccc4)cc2S3(=O)=O)cc1 do in these assays?
Efflux pump mplx: 0.5; PREPL inhibitor: 20

How did COc1cc(C[C@@H](C)[C@@H](C)Cc2ccc(O)c(OC)c2)ccc1O do in these assays?
Efflux pump mplx: 0.0; PREPL inhibitor: 6

How did O=[N+]([O-])c1ccc(Cl)c(S(=O)(=O)Nc2ccc3cn[nH]c3c2)c1 do in these assays?
Efflux pump mplx: -0.2; PREPL inhibitor: -2

High-throughput results: PubChem, several laboratories
